# APOBEC3G inh = APOBEC3G (human) deaminase inhibition; Q9HC16; recombinant A3G, ssDNA deamination FAM/TAMRA fluorescence; inhibition, % at 20 µM; hit rate 0.28% among 330,000;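 active means inhibition of at least 40% at 20 µM, with no more than 30% in the related APOBEC3A deaminase screen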;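 further: plate controls were DMSO wells with A3G for no effect and wells lacking A3G enzyme for full effect; some compounds called inactive have numbers as strong as hits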
# Target sequence (Q9HC16 whole entry, looked up): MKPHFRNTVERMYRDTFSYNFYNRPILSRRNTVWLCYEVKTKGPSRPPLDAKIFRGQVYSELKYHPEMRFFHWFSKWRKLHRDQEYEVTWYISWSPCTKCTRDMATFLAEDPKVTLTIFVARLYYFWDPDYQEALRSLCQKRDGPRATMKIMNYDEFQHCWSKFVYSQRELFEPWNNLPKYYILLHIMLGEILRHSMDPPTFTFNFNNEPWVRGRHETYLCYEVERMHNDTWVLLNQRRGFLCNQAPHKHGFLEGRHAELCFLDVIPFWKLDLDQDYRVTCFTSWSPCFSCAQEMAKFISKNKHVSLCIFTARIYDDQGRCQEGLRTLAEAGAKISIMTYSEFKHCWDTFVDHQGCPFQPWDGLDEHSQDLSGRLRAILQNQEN
# hIAP activ = increases human intestinal alkaline phosphatase activity; P09923; purified human IAP, CDP-Star luminescence, 30 min; stronger effect = higher value; 1 = vehicle-only enzyme, 0 = enzyme-free background; activation factor at 10 µM; hit rate 0.16% among 330,000;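 active means activation factor of the enzyme at least 2-fold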; further: the source names both 10 and 20 µM as test concentration; values of inactives mirror those of a sister screen read the other way
# A3A deaminase = inhibitors of human APOBEC3A DNA deaminase | hit rate 0.41% among 330,000 | recombinant A3A, FAM/TAMRA ssDNA deamination fluorescence | P31941 | inhibition, % at 20 µM | AID 493011;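 active means at least 40% inhibition at 20 µM here, with at most 30% in a related deaminase screen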;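 further: plate controls were A3A with DMSO for no effect and wells lacking A3A enzyme for full effect; some results filed as inactive read as strong as hits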
# Target sequence (P31941 whole entry, looked up): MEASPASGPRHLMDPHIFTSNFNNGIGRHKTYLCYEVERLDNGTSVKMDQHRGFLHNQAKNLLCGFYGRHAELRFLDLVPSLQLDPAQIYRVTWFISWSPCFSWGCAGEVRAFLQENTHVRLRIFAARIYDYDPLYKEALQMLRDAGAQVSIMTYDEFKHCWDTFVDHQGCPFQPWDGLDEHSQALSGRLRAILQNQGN
# mIAP activ = mouse IAP activation | muIAP, CDP-Star luminescence, 30 min; stronger effect = higher value; 1 = vehicle-only enzyme signal, 0 = enzyme-free wells | activation factor at 10 µM | hit rate 0.24% among 330,000;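 active means activation factor of at least 2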; further: the source names both 10 and 20 µM as test concentration; values of inactives mirror those of a sister screen read the other way
#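 System: Mouse IAP enzyme | Also added: CDP-Star substrate | Dosing: Compounds dispensed in DMSO | Schedule: 30 min enzyme-substrate-compound incubation at room temperature | Technique: Chemiluminescence readout | Control set: DMSO-only wells and no-enzyme negative control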
# MPTP inh = permeability transition pore inhibition | isolated mouse mitochondria, Ca2+ swelling absorbance, 30 min | inhibition, % at 10 µM | hit rate 1.4% among 360,000 | AID 602449;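 active means inhibition of 50% or more, scaled per plate between neutral and stimulator controls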;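 further: 0% = DMSO wells given calcium and 100% = 1 mM EGTA wells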
# ATG4B inh = ATG4B (human) cysteine protease inhibition; hit rate 0.51% among 340,000; ATG4B cleavage of LC3-PLA2, NBD-HPC fluorescence, 1 h; Q9Y4P1; inhibition, % at 8.33 µM; AID 504462; in the data active means inhibition above about 40%
# Target sequence (Q9Y4P1 whole entry, looked up): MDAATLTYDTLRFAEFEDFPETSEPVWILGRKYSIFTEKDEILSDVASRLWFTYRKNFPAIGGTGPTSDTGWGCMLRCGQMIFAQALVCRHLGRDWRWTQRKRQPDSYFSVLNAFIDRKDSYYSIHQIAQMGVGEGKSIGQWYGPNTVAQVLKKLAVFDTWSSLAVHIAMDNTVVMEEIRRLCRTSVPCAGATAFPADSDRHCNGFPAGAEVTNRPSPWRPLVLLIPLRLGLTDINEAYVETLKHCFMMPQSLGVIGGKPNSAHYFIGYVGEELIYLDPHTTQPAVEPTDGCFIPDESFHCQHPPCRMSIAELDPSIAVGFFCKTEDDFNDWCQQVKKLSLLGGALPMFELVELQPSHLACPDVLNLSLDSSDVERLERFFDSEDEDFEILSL
# MIN6 prolif = MIN6 beta-cell proliferation induction | MIN6 cells proliferation, ATPlite luminescence, 48 h; cells starved in 0.2% serum; 100% = growth in 10% serum | proliferation, % at 10 µM | hit rate 0.29% among 330,000 | AID 2380;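 active means compounds whose signal lies at least 3.5 SD above the mean of all wells on their plate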;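 further: 0% = DMSO-treated cells in low-serum medium and 100% = 10% serum control; some compounds called inactive have numbers as strong as hits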
# hIAP inh = blocks human intestinal alkaline phosphatase; purified IAP, CDP-Star luminescence, 30 min; AID 2544; hit rate 0.12% among 330,000; inhibition, % at 10 µM;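 active means inhibition reaching a set limit with compound at 10 µM in the primary screen, cut at about 35% in these data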;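 further: plate controls were DMSO wells with enzyme for no effect and no-enzyme buffer wells for full effect; values of inactives mirror those of a sister screen read the other way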
# mIAP block = mouse IAP inhibition; purified mouse IAP, CDP-Star luminescence, 30 min; inhibition, % at 10 µM; hit rate 0.2% among 330,000;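 active means inhibition of at least 40% at 10 µM in the primary screen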;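 further: plate controls were DMSO with enzyme for no effect and no enzyme wells for full effect; values of inactives mirror those of a sister screen read the other way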
# An asterisk follows results filed as active; . = no result given.
SMILES,APOBEC3G inh,hIAP activ,A3A deaminase,mIAP activ,MPTP inh,ATG4B inh,MIN6 prolif,hIAP inh,mIAP block
CCOC(=O)Cc1csc(NC(=O)CN(C)S(=O)(=O)c2cccc3cccnc23)n1,-1,0.91,0,1.1,-0.7,-12,0,9,-10
O=C(NCCCNC(=O)c1cnccn1)c1cccc(F)c1,-8,0.97,-1,0.94,0.2,4,0,3,6
Cc1ccc(OCc2cc(C(=O)NCc3ccc(OC(F)(F)F)cc3)no2)cn1,-3,0.87,-2,0.96,-0.3,9,0,13,4
CCCN1CNc2c(c(=O)[nH]c(=S)n2CCc2ccc(OC)c(OC)c2)C1,-9,1.2,4,0.9,0.6,1,1,-21,10
Cn1nc(C(=O)NCCCN2CCCCC2)c2c1-c1ccccc1S(=O)(=O)C2,-6,0.93,-2,1.1,-1.6,-2,-2,7,-6
CC(=O)N1CCN(c2ccccc2NC(=O)COc2cc(C)cc(C)c2)CC1,-6,1,2,0.87,-1.7,1,0,0,13
COCCn1c(SCC(=O)Nc2ccc(C(C)=O)cc2)nnc1-c1ccco1,-8,0.92,-2,0.97,-0.2,0,0,8,3
CN1CCN(/C=C2\SC(=S)NC2=O)CC1,-5,0.92,-3,0.95,-12,1,4,8,5
COc1ccc(NS(=O)(=O)c2cn(C)c(=O)n(C)c2=O)c(OC)c1,-2,1.2,-4,1.1,0.7,6,-1,-17,-7
COc1ccc(-c2csc(N(Cc3ccccc3)C(=O)COc3ccc(Cl)cc3)n2)cc1,-6,1.2,-3,0.96,2.3,-3,-1,-23,4
N#C/C(=C\c1ccco1)C(=O)NCc1ccccc1,-4,1.2,-2,1.1,0.4,-14,-2,-22,-11
Cc1ccccc1NC(=O)C(c1ccccc1)C1CCCC1 (stereo not given),-2,0.87,6,1.1,2.9,7,-2,13,-6
Cc1cccc(NC(=O)Nc2cccc(C#N)c2)n1,-8,0.95,-3,1.1,0.1,-6,3,5,-8
CCCC(c1nnnn1C(C)(C)C)N1CCN(C(=O)c2ccco2)CC1 (stereo not given),-3,1.1,1,0.99,-0.9,-6,-1,-14,1
Cn1nc(C(F)(F)F)c2cc(C(=O)Nc3ccc(Cl)cc3)sc21,-1,1.1,2,0.95,9.9,-11,-5,-11,5
O=C(CCCN1C(=O)/C(=C/c2cccs2)SC1=S)NNC(=O)c1ccc(F)cc1,-6,1.3,-2,0.82,3.6,18,0,-26,18
Cc1cccc(C(=O)N2CCc3cc(-c4csc(NC(=O)CN5CCCC5)n4)ccc32)c1,-5,1.1,0,0.87,86*,7,0,-15,13
CC(C)(C(=O)c1ccccc1)/[N+]([O-])=C/c1ccc(Br)cc1,-3,1,-1,1.2,-0.5,1,-1,-4,-16
O=C1NC[C@@H](Cc2ccc(O)cc2)N(CC2CCCCC2)C1=O,-2,1.1,3,1,-1.4,-5,-5,-9,-1
Cc1ccc(CNC(=O)c2ccc(CNc3c(N4CCCC4)c(=O)c3=O)cc2)cc1,-10,0.92,-4,0.95,-3.9,-5,1,8,5
Cc1cccc(N2C(=O)/C(=C\c3ccc(C(=O)O)cc3)c3ccccc3C2=O)c1,1,1,5,0.85,-2.2,-7,-1,-2,15
Cc1nc(-c2ccccc2)sc1-c1ccn[nH]1,-1,1,0,0.91,-2.6,-4,-3,-1,9
CCCN(CC(=O)Nc1ccccc1OC)C(=O)Cc1ccccc1F,-5,1.2,0,0.97,-0.8,1,5,-16,2
COc1ccc(CNCCC2(C(C)C)CCOC(C)(C)C2)cc1 (stereo not given),-9,0.79,-2,1,0.9,-17,-1,21,-4
CC1CC(Nc2ccccc2)c2ccccc2N1C(=O)c1ccccc1F (stereo not given),-2,1.2,-6,1,0.9,-2,-2,-18,-3
COCCN(Cc1nnc(-c2cccs2)o1)C(=O)CN1C(=O)NC2(CCCCC2)C1=O,3,1.1,3,0.94,1.1,-1,-4,-8,6
COc1cccc(C(=O)NCC(=O)N2CCN(c3ccc(C(F)(F)F)cn3)CC2)c1,-9,0.92,-1,1,-0.3,-4,-2,8,-1
CC(/C=C1\N=C(SCc2ccccc2)SC1=O)=C\c1ccccc1,-6,0.96,-2,0.92,0.9,-1,0,4,8
CCOc1ccc(/C=N/NC(=O)CN2CCCCCCC2)cc1,-10,1.1,1,1,0.8,-1,-1,-5,-1
Cc1ccc(/C=C2/C(=O)N(c3ccccc3)C(=S)N2C)o1,10,0.88,-1,0.79,1.4,0,1,12,21
Cc1ccccc1CS(=O)(=O)CCC(=O)NCCCN1CCOCC1,-8,1.1,1,1.1,1.0,-5,1,-12,-12
Cc1cccc(-c2noc(-c3ccc4c(c3)OCO4)n2)c1,-3,0.94,-2,0.97,-0.5,-2,-3,6,2
COCCN1C(=O)N[C@H](c2cccc(C(F)(F)F)c2)C(C(=O)OC)=C1C,-7,1.1,5,0.98,.,.,3,-5,2
Cc1ccc2ncnc(Nc3cccc([N+](=O)[O-])c3)c2c1,-4,0.97,-2,0.98,-0.1,-8,-4,3,2
NC(=O)c1ccc(NC(=O)CNCc2ccccc2Cl)cc1,-8,0.93,0,1,1.4,16,-2,7,-5
CCOC(=O)c1cn(-c2ccc([N+](=O)[O-])cc2)c2cc(Cl)c([N+](=O)[O-])cc2c1=O,-7,0.87,-3,1,-0.7,1,0,13,-4
O=C(O)COCC(=O)N1CCN(C2c3ccccc3-c3ccccc32)CC1,-9,1,-4,1,0.3,0,0,-2,0
CCNC(=S)NNC(=O)c1cc(C2CC2)nc2ccccc12,-1,1.8,1,0.95,-2.4,9,-2,-77,5
CC(C(=O)Nc1ccc(Cl)cc1)c1ncc(C(F)(F)F)cc1Cl (stereo not given),-9,1,-6,1,0.3,8,-4,-4,-4
COc1ccnc(NCc2cccnc2)c1C#N,-5,0.93,-2,0.96,-0.4,-9,1,7,4
Cc1ccccc1CNS(=O)(=O)c1ccccc1[N+](=O)[O-],-3,0.95,-2,0.97,0.9,0,-4,5,2
Nc1ccc(-c2n[nH]c(=O)c3ccccc23)cc1N,9,0.9,3,0.84,1.6,0,1,10,16
COc1cccc(C(=O)Nc2cc3c(cc2C(C)=O)OCCO3)c1,-6,1.1,-4,1.1,-0.2,2,-2,-6,-15
CCOC(=O)c1cc(-c2ccc(C)c([N+](=O)[O-])c2)nc2c1c(=O)n(C)c(=O)n2C,-18,0.87,-3,0.97,.,.,-4,13,2
O=C(NCC1COc2ccccc2O1)C1CCN(S(=O)(=O)c2ccccc2)CC1 (stereo not given),-2,1,2,1.1,-2.9,-7,-3,-3,-12
CCC(CC)NC(=O)c1cc([N+](=O)[O-])ccc1N1CCOCC1,2,1,1,0.94,0.2,-4,2,-4,6
CCC(=O)Nc1nc(CC(=O)Nc2ccccc2OC)cs1,-5,1,-6,1.1,-1.1,3,-2,-2,-13
CC(C)c1ccc(NC(=O)COc2ccc(C3SCCS3)cc2)cc1,-10,1,-4,1,2.5,-3,-3,-5,0
COc1ccc(CCNC(=O)c2ccc3c(c2)NC(=O)C(N2CCOCC2)S3)cc1OC (stereo not given),-3,1,-7,0.96,-0.3,-3,-3,-1,4
Cc1nn(S(=O)(=O)c2ccc(F)cc2)c(C)c1S(=O)(=O)N1CCOCC1,2,1.1,-1,1,-1.4,-3,0,-13,-3
O=C(NCC1CCCCC1)c1cccc(S(=O)(=O)N2CCCC2)c1,-7,0.94,1,1,-1.1,7,-3,6,-2
COc1cccc(C2=NOC(C(=O)Nc3ccc(C(C)=O)cc3)C2)c1 (stereo not given),-2,1,-1,0.99,-0.3,-7,-2,-2,1
Cc1ccc(/C=C(\C#N)C(=O)NCC2CCCO2)o1 (stereo not given),-8,0.98,-3,1,-0.9,-13,-2,2,-2
N#C/C(=C\c1ccc(O)c(O)c1)C(=O)Nc1cccc2ncccc12,52*,0.68,8,0.34,3.9,3,-1,32,66*
Cc1[nH]nc2c1/C(=N\O)CC(C)(C)C2,0,0.98,1,1.1,-2.1,-1,-3,2,-6
CCOC(=O)C(=CNc1cccc(N)n1)C(=O)OCC,6,1.1,2,1.1,0.4,-5,0,-9,-6
Cn1cc([N+](=O)[O-])c(C(=O)NCc2ccccc2)n1,4,0.87,2,1.1,2.0,5,-2,13,-7
O=C(NCCNC(=O)c1ccc(F)cc1)c1ccc(F)cc1,-4,1.1,0,1.1,-1.5,-6,-2,-10,-11
Cc1ccccc1-n1c(SCC(=O)N(C)C2CCS(=O)(=O)C2)nnc1-c1ccncc1 (stereo not given),-5,1,1,0.97,-1.2,-9,0,0,3
CCN=C1SC(C(=O)Nc2cccc(Br)c2)CC(=O)N1CC (stereo not given),0,1,-3,1.1,0.4,16,-2,-3,-15

# Arranged by number of heavy atoms (rising): part of the list above.
SMILES,APOBEC3G inh,hIAP activ,A3A deaminase,mIAP activ,MPTP inh,ATG4B inh,MIN6 prolif,hIAP inh,mIAP block
CCN=C1SC(C(=O)Nc2cccc(Br)c2)CC(=O)N1CC (stereo not given),0,1,-3,1.1,0.4,16,-2,-3,-15
CCC(CC)NC(=O)c1cc([N+](=O)[O-])ccc1N1CCOCC1,2,1,1,0.94,0.2,-4,2,-4,6
CC(C)c1ccc(NC(=O)COc2ccc(C3SCCS3)cc2)cc1,-10,1,-4,1,2.5,-3,-3,-5,0
Cc1ccccc1-n1c(SCC(=O)N(C)C2CCS(=O)(=O)C2)nnc1-c1ccncc1 (stereo not given),-5,1,1,0.97,-1.2,-9,0,0,3

# New compounds follow.
SMILES,APOBEC3G inh,hIAP activ,A3A deaminase,mIAP activ,MPTP inh,ATG4B inh,MIN6 prolif,hIAP inh,mIAP block
O=[N+]([O-])c1cccc(-c2c(-c3ccccc3)ncc3ccc(F)cc23)c1,-9,0.91,2,0.92,-0.6,-3,-7,9,8
CCC(C)NC(=O)C(=O)NCC1CCCN1CC (stereo not given),-3,0.91,4,0.98,0.1,-4,-2,10,2
CCOC(=O)C1CCCCN1S(=O)(=O)c1cc2c(cc1C)NC(=O)CO2 (stereo not given),-3,1,0,0.96,-1.7,0,6,-3,4
CCN(CC)S(=O)(=O)c1ccc(Cl)c(NC(=O)COC(=O)c2ccc(O)cc2)c1,-8,0.98,-3,0.95,-2.3,-19,-1,2,5
COc1ccccc1N1CCN(CCN2C(=O)C3CCCCN3C2=O)CC1 (stereo not given),11,1.2,16,0.88,-1.5,-4,-6,-16,12
COc1ccc(C(=O)N/N=c2\oc3ccccc3cc2C(=O)NCc2ccccc2)cc1,-6,0.83,-4,0.96,2.0,-9,0,17,4
CSc1nc(N)nc(C(C)C)n1,-2,0.88,1,1,1.7,-5,1,12,0
CCOC(=O)N1CCN(C(=O)CSc2nnc(-c3ccc(Cl)s3)o2)CC1,-4,1,-2,1,.,.,-1,-3,-4
c1ccc(-c2cc3c(ccc4nonc43)nn2)cc1,-2,1.2,-1,1,-2.4,-1,-3,-19,-4
CN(C)/C=N/c1cc(=O)[nH]c(=O)n1C,-5,0.95,-1,1.1,-0.4,-4,3,5,-5
O=C(CCN1C(=O)COc2ccccc21)NCCN1CCN(c2ccccc2F)CC1,-8,1.1,-3,1.1,-0.9,6,6.7*,-9,-11
Cc1ccc(C(=O)NC2CC(C)(C)NC(C)(C)C2)cc1C,1,0.79,3,1.1,0.4,-13,4,21,-7
Cc1ccc2c(c1)C(=O)CC1(CCCC1)O2,-6,0.97,-1,1,-2.4,-4,0,2,-1
Cc1ccc(OCc2nnc(SCC(=O)Nc3nccs3)n2-c2ccccc2)cc1C,-5,0.98,-3,0.97,-1.1,-6,-3,2,3
O=C(Cn1ncc2c([nH]c3ccccc32)c1=O)Nc1cccnc1,-2,1.2,-7,0.93,-2.2,-5,-2,-18,7

# Compound activity (PubChem BioAssay)
